# Screening results from PubChem BioAssay.
# Apoferritin bind: qHTS Assay for Identification of Novel General Anesthetics. hit rate 0.074% among 350,000. Ferritin light chain (Equus caballus), P02791. AID 485281, 2010. Potency, µM (highest dose often 77.5 µM), without a hit: top-dose activity change, negative = displacement, actives largely listed as inhibitors. apoferritin/1-aminoanthracene competitive binding, fluorescence; active = well fitted inhibition curve with a large enough effect; inconclusive = small, poorly fitted or top-dose-only effect; inactive = no such curve, though single readings can be large or run the other way; also: potency is read from the fitted curve at half-maximal effect; nearly all actives have a fitted effect of over 20% in size
#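 Read-out: endpoint 1-AMA fluorescence, excitation 380 nm and emission 535 nm, after compounds sit 10 min at room temperature with 10 uM horse-spleen apoferritin in 50% saturated 1-AMA/PBS. Values come from four-parameter Hill fits.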
# RXFP1 antagonist: qHTS Assay for Antagonists of the Relaxin Receptor RXFP1; AID 1259400, 2018; activity change, negative = inhibition, % at 57.5 µM; hit rate 0.59% among 350,000; Relaxin receptor 1 (Homo sapiens), Q9HBX9; HEK293-RXFP1, relaxin-stimulated cAMP HTRF, 30 min; hits give low values;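 active = activity change of -60% or lower, but not beyond a set lower limit; inconclusive = change between -60% and -40%, or beyond the set limit; inactive = change above -40%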
# The depositor's hits bear a star; ? = inconclusive; . = no result given; & = joins results of further samples; [ ] = dose if it differs, or a comment. % is scaled to controls: 0 for no effect and ±100 for the full control effect.
SMILES,Apoferritin bind,RXFP1 antagonist
CSc1nc2ccc(NC(=O)COc3ccccc3F)cc2s1,.,-2
CCN(C(=S)NC(=O)Cc1ccc(OC)cc1)c1ccccc1,.,-9
O=C(NCC(=O)N1CCCCCCC1)c1ccc(Cl)c(Cl)c1,.,1
Cc1nc(SCC(=O)Nc2cccc(S(=O)(=O)N3CCOCC3)c2)nc(C)c1C,.,25
CSc1ccc(C=NNc2ccc(S(=O)(=O)Nc3ccccc3C(=O)O)cc2[N+](=O)[O-])cc1,.,-20
Cc1cc(S(=O)(=O)NCCc2ccncc2)cc(C)c1F,.,-7
O=C(c1ccccc1)C(O)(Cc1ccccc1)c1ccccc1 (configuration not stated),.,-20
COc1ccc(OC)c(N(CC(=O)Nc2cccc3ccccc23)S(C)(=O)=O)c1,.,-3
O=C1NC(Cc2ccccc2)c2nc3cc(F)c(F)cc3c(=O)n2-c2ncccc21 (configuration not stated),.,2
Cc1cccc(C(=O)NCC(=O)OCc2nc(N)nc(Nc3ccccc3C)n2)c1,.,2
CC(Oc1ccccc1)C(=O)OCC(=O)Nc1ccc2c(c1)OCO2 (configuration not stated),.,4
COCCOC(=O)C1=C(C)NC(=S)NC1c1ccc(OCC(=O)N2CC(C)OC(C)C2)c(OC)c1 (configuration not stated),.,-7
Cc1cccc(C(=O)Nc2ccc(NC(=O)c3cccc(C)c3)cc2)c1,.,4
COc1ccc(C(=O)N/C(=C\c2ccc(SC)cc2)C(=O)NCCCn2ccnc2)cc1OC,.,2
COc1ccc(OC)c(S(=O)(=O)N2CCN(C(=O)CCc3ccccc3)CC2)c1,.,-8
COc1ccc(C=C(NC(=O)c2ccccc2)C(=O)O)cc1OC,.,-2
c1ccc(NN(Cc2ccncc2)c2ccccc2)cc1,.,4
Cc1cccc(-c2nnc(-c3ccc4ccccc4c3)o2)c1,.,-4
N#CCCCC1(CCCC#N)OCCO1,.,-3
COc1cc(C(=O)NC(=S)NCc2ccncc2)cc(OC)c1OC,.,13
Cc1nn(-c2ccc(F)cc2)c(Cl)c1/C=C(/CCC(=O)O)c1nc2ccccc2s1,.,-16
C=CCN(c1ccccc1OC)S(=O)(=O)c1cccc(C(=O)NCc2ccco2)c1,.,6
COc1ccc(OCc2nnc(SCC(=O)NCC3CCCO3)n2N)cc1 (configuration not stated),.,-21
CC(=O)c1ccc(N2CCN(Cc3cc(=O)n4c(-c5ccccc5)csc4n3)CC2)cc1,.,-5
Cc1cc(C)cc(NS(=O)(=O)CCCS(=O)(=O)Nc2cc(C)cc(C)c2)c1,.,-21
SMILES,Apoferritin bind,RXFP1 antagonist
Nc1c(N(CCO)C(=O)c2ccccc2OCc2ccccc2Cl)c(=O)[nH]c(=O)n1Cc1ccccc1,.,-6
S=c1cn[nH]c2ccccc12,.,-6
CC(=O)c1ccc(NC(=O)COC(=O)CCC2CCCC2)cc1,.,-7
CCOc1ccc(S(=O)(=O)N2CCCC2)c2ccccc12,.,-1
CC(C)(C(=O)c1ccccc1)/[N+]([O-])=C/c1ccccc1,.,4
COc1cc(C=NNC(=O)c2ccccc2-n2cccc2)ccc1O,.,-30
C[C@@H]1CN([C@H](C)CO)C(=O)CCCn2cc(nn2)CO[C@H]1CN(C)C(=O)Nc1ccc(C(F)(F)F)cc1,.,3
CCOc1ccc(OCC(=O)OCC(=O)N2CCN(S(=O)(=O)c3ccc(C)cc3C)CC2)cc1,.,4
C=CCOc1cccc(C2C(C(=O)c3ccc(C)o3)=C(O)C(=O)N2CCN2CCOCC2)c1 (configuration not stated),.,6
CN(CC(=O)Nc1ccc(F)cc1)C(=O)Cn1cnc2ccc([N+](=O)[O-])cc2c1=O,.,-21
C=C1C(=O)C23CCC4C(C)(C(=O)OC)CCCC4(C)C2CCC1(O)C3 (configuration not stated),.,-92*
Cc1cc(NC(=O)COC(=O)c2ccc(C)c(C)c2)no1,.,-10
CCOC(=O)Cc1csc(NC(=O)CSc2nc(C)cc(C)n2)n1,.,-8
O=C(NCCN1CCOCC1)c1ccc(Cl)c(S(=O)(=O)NCc2ccccc2)c1,.,5
Cc1ccc(NC(=O)c2cccc(S(=O)(=O)Nc3c(C)n(C)n(-c4ccccc4)c3=O)c2)cc1C,.,3
Cc1ccc(S(=O)(=O)N2CCOCC2)cc1NC(=O)CN(C)CC(=O)Nc1cccc(F)c1,.,3
CC(C)N1CC(C(=O)Nc2ccc(Cl)cc2Cl)CC1=O (configuration not stated),.,-3
COc1ccc(NC(=O)CN2C(=O)NC3(CCCCCC3)C2=O)cc1Cl,.,-8
O=C(COC(=O)c1ccc(F)c(S(=O)(=O)N2CCOCC2)c1)Nc1ccc(Cl)cn1,.,-3
O=C(COC(=O)COc1cccc(F)c1)Nc1nc2ccccc2s1,.,-5
Oc1ccccc1C=NN=CC=Cc1ccccc1,.,-19
CC(=O)Nc1ccc(C(=O)OCC(=O)NC(=O)NCc2ccccc2)cc1,.,-2
O=S1(=O)CCN(C2CCCCCCCCCCC2)CC1,.,-8
CC(=O)NCCc1ccc(S(=O)(=O)Nc2ccc3c(c2)OCCO3)cc1,.,-2
O=C(COC(=O)C1CC2C=CC1C2)Nc1ccc([N+](=O)[O-])cc1 (configuration not stated),.,-4

# By substructure: the entries above containing an NH in an aromatic ring (2)
SMILES,Apoferritin bind,RXFP1 antagonist
Nc1c(N(CCO)C(=O)c2ccccc2OCc2ccccc2Cl)c(=O)[nH]c(=O)n1Cc1ccccc1,.,-6
S=c1cn[nH]c2ccccc12,.,-6

# (more compounds)
SMILES,Apoferritin bind,RXFP1 antagonist
O=S(=O)(Nc1ccc(F)cc1)c1ccc(S(=O)(=O)N2CCOCC2)cc1,.,-1
COc1ccc(CC(=O)Nc2nccs2)cc1S(=O)(=O)N1CCOCC1,.,-6
COc1cc(C(=O)OCC(=O)Nc2ccccc2)cc2c1OCCO2,.,-3
C[C@H](CO)N1C[C@H](C)[C@@H](CN(C)S(=O)(=O)c2cn(C)cn2)Oc2cc(Br)ccc2S1(=O)=O,.,-3
O=C(Oc1ccc[nH]c1=O)c1ccccc1,.,5
Cc1ccc(C(=O)NCC(=O)NC2CC2)cc1,.,0
Nc1c2c(=O)[nH]c(O)cc2nn1-c1ccccc1,.,17
COc1cc2c(c(OC)c1OC)-c1ccc(NCc3ccccc3)c(=O)cc1C(NC(C)=O)CC2 (configuration not stated),.,1
O=c1[nH]c2cc3c(cc2cc1CN(CCc1ccccc1)C(=S)NCCCN1CCOCC1)OCCO3,.,-18
Cc1cccc(NC(=O)C(C)OC(=O)CNC(=O)C2CCCCC2)c1 (configuration not stated),.,1
Cc1ncc(CO)c(C=O)c1O,0%&-12%,10
CC(=O)Nc1c(I)cc(I)c(C(=O)O)c1I,-1%,15
CN(C)c1ccc(C(=C2C=CC(=[N+](C)C)C=C2)c2ccccc2)cc1,-6%,.
CC(S)C(=O)NCC(=O)O (configuration not stated),3%,3
CCN1CCCC1=O,5%,4
C=CCCCCCCCCC(=O)O,5%,-1
O=C(O)c1cn(-c2ccc(F)cc2)c2cc(N3CCNCC3)c(F)cc2c1=O,8%,5
CC(CCc1ccc(O)cc1)NCCc1ccc(O)c(O)c1 (configuration not stated),4%,-4
CN(C/C=C/C#CC(C)(C)C)Cc1cccc2ccccc12,18%&-3%,-29
Cc1c(C)c2c(c(C)c1O)CCC(C)(COc1ccc(CC3SC(=O)NC3=O)cc1)O2 (configuration not stated),3%&-9%&-13%,-75*
CCC1=C[C@@H]2CN(C1)Cc1c([nH]c3ccccc13)[C@@](C(=O)OC)(c1cc3c(cc1OC)N(C)[C@H]1[C@@](O)(C(=O)OC)[C@H](OC(C)=O)[C@]4(CC)C=CCN5CC[C@]31[C@@H]54)C2,1%,-33
O=C(NC(Cc1cc(=O)[nH]c2ccccc12)C(=O)O)c1ccc(Cl)cc1 (configuration not stated),3%,-11
CC1(COc2ccc(CC3SC(=O)NC3=O)cc2)CCCCC1 (configuration not stated),?,?
CC(=O)N[C@@H](CC(C)C)C(=O)O,-4%[29.3 µM],-7
CC(C)(C)NCC(O)c1ccc(O)c(CO)c1 (configuration not stated),3%,26

# Structures shown so far that have an aryl thioether with sulfur outside any ring:
SMILES,Apoferritin bind,RXFP1 antagonist
CSc1nc2ccc(NC(=O)COc3ccccc3F)cc2s1,.,-2
Cc1nc(SCC(=O)Nc2cccc(S(=O)(=O)N3CCOCC3)c2)nc(C)c1C,.,25
CSc1ccc(C=NNc2ccc(S(=O)(=O)Nc3ccccc3C(=O)O)cc2[N+](=O)[O-])cc1,.,-20
COc1ccc(C(=O)N/C(=C\c2ccc(SC)cc2)C(=O)NCCCn2ccnc2)cc1OC,.,2
COc1ccc(OCc2nnc(SCC(=O)NCC3CCCO3)n2N)cc1 (configuration not stated),.,-21
CCOC(=O)Cc1csc(NC(=O)CSc2nc(C)cc(C)n2)n1,.,-8

# Returning to the listing; the 4 compounds before the break are reprinted first.
SMILES,Apoferritin bind,RXFP1 antagonist
O=C(NC(Cc1cc(=O)[nH]c2ccccc12)C(=O)O)c1ccc(Cl)cc1 (configuration not stated),3%,-11
CC1(COc2ccc(CC3SC(=O)NC3=O)cc2)CCCCC1 (configuration not stated),?,?
CC(=O)N[C@@H](CC(C)C)C(=O)O,-4%[29.3 µM],-7
CC(C)(C)NCC(O)c1ccc(O)c(CO)c1 (configuration not stated),3%,26
CN1CCCC(n2nc(Cc3ccc(Cl)cc3)c3ccccc3c2=O)CC1 (configuration not stated),-13%,?
CC1(C)[C@H](C(=O)O)N2C(=O)C[C@H]2S1(=O)=O,1%,5
COc1ccccc1N1CCN(CCCCNC(=O)c2ccc(-c3ccc(C(C)=O)cc3)cc2)CC1,-8%,-2
Nc1ccc(C(=O)Oc2ccccc2)c(O)c1,?,6
O=C(O)CCC(=O)O,5%,16
COc1cc2c3cc1Oc1cc(ccc1O)C[C@@H]1c4c(cc(OC)c(O)c4Oc4ccc(cc4)C[C@@H]3N(C)CC2)CC[N+]1(C)C,-2%,23
N=C(N)c1ccc2cc(OC(=O)c3ccc(N=C(N)N)cc3)ccc2c1,-9%,42
CC(CN(C)C)C(C)(O)Cc1ccc(Cl)cc1 (configuration not stated),4%,7
CCOc1cc(NC(C)=O)ccc1C(=O)OC,9%,2
O=C(CCCCC(=O)Nc1c(I)cc(I)c(C(=O)O)c1I)Nc1c(I)cc(I)c(C(=O)O)c1I,4%[29.3 µM],-4
CN(CCOc1ccc(CC2SC(=O)NC2=O)cc1)c1ccccn1 (configuration not stated),-2%,-26
OCCN1CCN(CCCN2c3ccccc3C=Cc3ccccc32)CC1,-12%,-9
Cc1cc(OI)c(C(C)C)cc1-c1cc(C(C)C)c(OI)cc1C,-9%&-12%,-12
O=C(O)Cn1c(C(=O)Nc2nc(-c3ccccc3Cl)cs2)cc2ccccc21,-6%,-37
Cc1c2oc3c(C)ccc(C(=O)N[C@@H]4C(=O)N[C@H](C(C)C)C(=O)N5CCC[C@H]5C(=O)N(C)CC(=O)N(C)[C@@H](C(C)C)C(=O)O[C@@H]4C)c3nc-2c(C(=O)N[C@@H]2C(=O)N[C@H](C(C)C)C(=O)N3CCC[C@H]3C(=O)N(C)CC(=O)N(C)[C@@H](C(C)C)C(=O)O[C@@H]2C)c(N)c1=O,67%[activator],11
CC(C)(C)CC(C)(C)c1ccc(O)c(Cc2ccc(Cl)cc2Cl)c1,-6%,-9
CCCCNC(=O)NS(=O)(=O)c1ccc(N)cc1,5%,-12

# Three of the entries above in order of their number in RXFP1 antagonist, highest first:
SMILES,Apoferritin bind,RXFP1 antagonist
COc1cc2c3cc1Oc1cc(ccc1O)C[C@@H]1c4c(cc(OC)c(O)c4Oc4ccc(cc4)C[C@@H]3N(C)CC2)CC[N+]1(C)C,-2%,23
CC(CN(C)C)C(C)(O)Cc1ccc(Cl)cc1 (configuration not stated),4%,7
Cc1cc(OI)c(C(C)C)cc1-c1cc(C(C)C)c(OI)cc1C,-9%&-12%,-12

# A portion of the library (hit frequency here may not be typical).
